PglD DTNB: PglD (C. jejuni) enzyme inhibition | purified PglD enzyme, DTNB colorimetric CoA detection | 0.098% of 360,000 active | inhibition, % at 12.5 µM; in the data active = inhibition above about 16%, passing the limit was not always enough; inconclusive = no clear call, values can overlap the other calls; note: strong numbers were not always called active
LGR2 inh: Drosophila LGR2 receptor signaling inhibition | 0.35% of 380,000 active | inhibition, % at 9.99 µM | HEK293 LGR2, CRE-luciferase, bursicon-stimulated, 4 h;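 active = drop in luminescence signal, shown as inhibition above about 50% in the replicate tests, limit read from the data, passing the limit was not always enough; inconclusive = probably only some replicates passing the limit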;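 note: agonist challenge used bursicon conditioned medium at about half maximal strength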
ERAP1 inh: ERAP1 (human) enzyme inhibition; Q9NZ08; recombinant ERAP1, Leu-AMC fluorescence, 60 min; inhibition, % at 10.7 µM; 0.15% of 340,000 active; AID 652197;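 active = mean replicate inhibition of at least 30%, or all replicates individually reaching that 30% level; inactive = mean below 30% and not every replicate reaching it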;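 note: 0% = neutral control wells and 100% = L-leucinethiol positive control wells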
Target sequence (Q9NZ08 whole entry, looked up): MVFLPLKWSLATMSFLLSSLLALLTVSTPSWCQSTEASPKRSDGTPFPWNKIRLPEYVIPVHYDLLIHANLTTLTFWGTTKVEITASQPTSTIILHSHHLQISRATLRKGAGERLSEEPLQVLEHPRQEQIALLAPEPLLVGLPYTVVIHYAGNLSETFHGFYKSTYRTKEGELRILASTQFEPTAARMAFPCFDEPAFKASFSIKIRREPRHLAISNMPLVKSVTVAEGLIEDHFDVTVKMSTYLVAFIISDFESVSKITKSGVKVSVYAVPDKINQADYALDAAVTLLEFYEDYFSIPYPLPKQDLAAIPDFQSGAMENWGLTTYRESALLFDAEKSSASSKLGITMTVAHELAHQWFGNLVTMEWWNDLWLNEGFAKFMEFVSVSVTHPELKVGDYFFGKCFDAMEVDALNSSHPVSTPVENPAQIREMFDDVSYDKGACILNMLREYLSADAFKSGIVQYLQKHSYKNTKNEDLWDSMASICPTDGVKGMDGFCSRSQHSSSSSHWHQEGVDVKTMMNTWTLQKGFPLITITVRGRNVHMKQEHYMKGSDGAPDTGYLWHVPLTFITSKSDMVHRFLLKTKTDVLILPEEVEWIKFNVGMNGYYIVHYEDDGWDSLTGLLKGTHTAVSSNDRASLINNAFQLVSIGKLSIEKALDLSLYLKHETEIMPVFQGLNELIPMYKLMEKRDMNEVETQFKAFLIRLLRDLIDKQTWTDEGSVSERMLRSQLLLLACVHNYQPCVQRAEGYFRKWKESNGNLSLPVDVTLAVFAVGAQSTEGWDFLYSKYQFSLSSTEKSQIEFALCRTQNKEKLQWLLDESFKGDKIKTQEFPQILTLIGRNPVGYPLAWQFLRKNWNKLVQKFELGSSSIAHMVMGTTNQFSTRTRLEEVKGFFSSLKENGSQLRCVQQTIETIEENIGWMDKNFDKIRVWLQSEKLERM
FN deposition inh: fibronectin deposition inhibition; AID 743247; inhibition, % at 12.6 µM; AH1F fibroblasts, Alexa488-fibronectin deposition fluorescence, overnight; 0.086% of 350,000 active;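 active = mean inhibition across replicates of 30% or more, regardless of how many single replicates reach that level; inconclusive = mean under 30% yet at least half of replicates reach 30%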;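 note: positive control wells lacked labelled fibronectin entirely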
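Assay system: AH1F fibroblasts / Quantity: 10000 cells per well / Medium: DMEM plus 2% serum, read in PBS / Reagent: labelled fibronectin 24 nM / Dosing: single dose, pinned / Times: 1 h cell attachment, overnight exposure to compound and label / Signal: fluorescence, ex 485 nm, em 525 nm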
PGC1a acetyl inh: lowers PGC1a acetylation signal in U2OS cells; AlphaScreen anti-acetyl-lysine; with virally co-expressed GCN5 acetyltransferase; inhibition, % at 15.6 µM; 0.17% of 350,000 active; AID 651687;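 active = every replicate shows inhibition of at least 40%; inconclusive = mean inhibition at least 40% but some replicate below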;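 note: 0% = neutral control wells and 100% = positive control wells; some results beyond the cut were filed as inactive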
EWS-Fli block: blocks EWS/Fli oncoprotein-driven transcription; A673 NR0B1-luciferase reporter, viability-normalised; inhibition, % at 12.6 µM; 0.67% of 350,000 active;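 active = mean inhibition of at least 50% after viability correction, with every replicate also passing that limit; inconclusive = mean reaches 50% but only one of two replicates passes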;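 note: firefly luciferase signal divided by Alamar Blue viability fluorescence both relative to DMSO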
PAX8 reporter: inhibitors of PAX8 transcriptional activity in RMG-I cells; RMG-I TPO-luciferase reporter, SteadyGlo, 24 h; inhibition, % at 12.6 µM; 1.2% of 360,000 active;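 active = mean replicate inhibition at least 60% with every replicate also reaching 60%; inconclusive = only one of the two criteria is met; inactive = mean below 60% and not all replicates reaching 60%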;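 note: luciferase light reporting Pax8 driven TPO promoter activity; plate controls were median of neutral control wells for no effect and mitoxantrone controls for full effect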
S100A4 inh HTS: S100A4-myosin IIA interaction inhibition. inhibition, % at 10.7 µM. S100A4/TAMRA-MyoIIA peptide fluorescence polarization. 0.14% of 360,000 active;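 active = mean inhibition of at least 70% across replicates, with every replicate also reaching that level; inconclusive = mean inhibition reaches 70% but some replicates fall short; inactive = mean inhibition below 70%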
Target sequence (P26447 whole entry, looked up): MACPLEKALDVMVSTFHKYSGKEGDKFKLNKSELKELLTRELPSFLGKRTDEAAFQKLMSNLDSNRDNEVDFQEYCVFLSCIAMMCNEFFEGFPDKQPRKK
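Compound dosing: one dose per compound; test system: human S100A4 monomer with TAMRA-labelled myosin IIA peptide; probe or stimulus: TAMRA-labelled myosin IIA heavy-chain peptide probe, 5 nM; medium: HEPES buffer with Ca2+, pH 7.2; schedule: 5 min incubation before reading; benchmarks: neutral control DMSO, positive control TFP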
Active calls of the source: *; ? = inconclusive; / = not tested or not shown. An excerpt; count on the stated rates, not on these rows.

SMILES	PglD DTNB	LGR2 inh	ERAP1 inh	FN deposition inh	PGC1a acetyl inh	EWS-Fli block	PAX8 reporter	S100A4 inh HTS
CS(=O)(=O)c1ccc(C2=C(CNC(=O)c3ccc([N+](=O)[O-])cc3)[C@H]3CC[C@@H](C2)N3CCOc2ccccc2)cc1	4	5	-2	-6	1	3	-19	-4
C[C@]12CCC3C(CC[C@@H]4CC(=O)CC[C@]34C)C1CC[C@@H]2O (stereo not given in full)	-4	27	0	14	-3	3	29	10
C[C@]12CCC3C(CC[C@H]4C[C@@H](O)CC[C@]34C)C1C[C@@H](O)C2=O (stereo not given in full)	4	3	-3	1	-9	-9	12	-6
COc1ccc(-c2ccc([C@H]3[C@H]4CN(C(=O)Cc5ccccc5)CCCCN4[C@H]3CO)cc2)cc1	-5	-13	4	/	-5	/	13	5
CN(C)C1(CNC(=O)Cc2ccccc2F)CCCCC1	0	3	-3	1	10	-6	-8	3
Cc1nnc2ccc(-c3cccc(C(F)(F)F)c3)nn12	-4	-11	6	5	/	18	-11	-2
CCOc1ccc(-c2cc(C)[n+](CCO)c(-c3ccc(OCC)cc3)c2)cc1	-2	-11	10	3	/	14	92*	-8
O=C1CCN(C(=O)CCCn2c(=O)oc3ccccc32)CC1	6	-3	-2	-4	4	4	-18	4
Cc1cc(N(CCCl)CCCl)ccc1C=NNC(=O)Cc1cc(=O)oc2cc(O)ccc12	0	-2	-5	-17	6	24	7	0
COc1ccc(-c2nn(CCC#N)cc2C(=O)Nc2ccccc2)cc1OC	-4	1	-4	-4	1	9	4	0
COC(=O)C(O)(c1ccc(NC(=S)NC(=O)c2ccc(Cl)cc2Cl)cc1)C(F)(F)F (stereo not given)	/	0	-4	-1	/	-5	84*	3
COCOC1CCC2C3CCC4=CC(=O)CCC4=C3C=CC12C (stereo not given)	-3	-28	-2	1	-2	3	-7	-3
CCC1(C(=O)c2ccccc2)C2c3ccccc3OC(=O)C21C(C)=O (stereo not given)	5	-4	0	14	-5	1	10	3
Cc1nc(CCl)cc(=O)[nH]1	/	15	9	6	-5	1	9	1
COc1ccc(-n2c(-c3ccc(C)cc3)nc3ccccc3c2=O)cc1	/	-47	-3	2	-5	-16	-6	0
S=P(N1CCOCC1)(N1CC1)N1CC1	/	-10	-6	6	-4	10	10	4
COC(=O)C1=C(c2ccc3ccccc3c2)C[C@@H]2CC[C@H]1N2C(=O)NCc1ccc(F)cc1	0	19	-6	12	/	5	11	3
C[C@@H]1NCCc2cc(O)c(O)cc21	1	3	-2	4	-1	2	5	3
CNC(=S)N1CC2CC(C1)c1cccc(=O)n1C2 (stereo not given)	3	12	1	-1	8	2	11	-1
COC(=O)[C@@H]1[C@@H](CO)[C@@H]2Cn3c(ccc(C4=CCCCC4)c3=O)[C@H]1N2Cc1ccccn1	3	-5	1	/	/	-3	/	-4
CCN(CC)C(=O)c1ccc(NC(=O)CCCSc2ccccc2)cc1	2	0	2	0	/	-50	-14	0
COc1ccc(CN(CCc2c[nH]c3ccccc23)Cc2ccc(OC)cc2)cc1	/	-9	3	/	/	4	-23	-1
COc1ccc2c3c1OC1C(=O)CC[C@@]4(O)[C@@H](C2)N(C)CC[C@]314 (stereo not given in full)	-3	17	-8	/	13	4	/	-6
CCCCCCn1c(O)c(C=Nc2ccccc2N2CCOCC2)c(=O)[nH]c1=S	2	/	0	-6	-1	4	9	0
COc1cccc(O)c1CN1CCCC(C(=O)c2ccccc2SC)C1 (stereo not given)	/	28	-5	5	/	4	18	1

Grouped by structure, the compounds so far containing an aryl thioether with sulfur outside any ring.
SMILES	PglD DTNB	LGR2 inh	ERAP1 inh	FN deposition inh	PGC1a acetyl inh	EWS-Fli block	PAX8 reporter	S100A4 inh HTS
CCN(CC)C(=O)c1ccc(NC(=O)CCCSc2ccccc2)cc1	2	0	2	0	/	-50	-14	0
COc1cccc(O)c1CN1CCCC(C(=O)c2ccccc2SC)C1 (stereo not given)	/	28	-5	5	/	4	18	1

The main list resumes with the two entries that preceded the break.
SMILES	PglD DTNB	LGR2 inh	ERAP1 inh	FN deposition inh	PGC1a acetyl inh	EWS-Fli block	PAX8 reporter	S100A4 inh HTS
CCCCCCn1c(O)c(C=Nc2ccccc2N2CCOCC2)c(=O)[nH]c1=S	2	/	0	-6	-1	4	9	0
COc1cccc(O)c1CN1CCCC(C(=O)c2ccccc2SC)C1 (stereo not given)	/	28	-5	5	/	4	18	1
Cn1cc(CCC(=O)N2CCC3(CC2)OCCO3)c2ccccc21	0	7	/	-1	2	/	/	/
NCCCP(=O)(O)CCc1ccccc1	/	25	-5	/	/	7	/	2
Cc1cc(/C=C2\C(=O)NC(=O)N(Cc3ccccc3)C2=O)c(C)n1C1CC1	/	-13	1	-6	/	13	24	19
CC(C)n1c(O)c(C=NCc2cccnc2)c(=O)[nH]c1=S	/	-3	/	3	/	21	8	-3
CN(C)c1ccc(C=C2C(=O)NC(=S)NC2=O)cc1	-6	13	11	4	-6	8	-40	-13
NC(=O)c1ccc(N)nc1	0	/	-3	1	-12	-1	-15	-3
Cc1ccccc1-c1ccc([C@H]2[C@@H](CO)N3CCCCN(C(=O)Cc4ccccn4)C[C@@H]23)cc1	0	13	2	/	-5	3	-3	15
COc1ccc(CCNCc2ccncc2)cc1OC	1	0	5	/	0	3	/	2
COc1ccc(-c2ccc([C@H]3[C@@H](CO)N4CCCCN(C(=O)Cc5ccncc5)C[C@H]34)cc2)cc1	1	-7	-1	/	-8	5	8	-2
Clc1cccc(C2NCc3ccccc3-n3cccc32)c1 (stereo not given)	-1	-14	0	13	-5	-7	14	-3
COC(=O)C1=C(c2c(C)noc2C)C[C@@H]2CC[C@H]1N2C(=O)NCCOc1ccccc1	-1	2	-3	-5	-3	-7	1	2
OCc1cnc[nH]1	-203	-1	-3	4	-17	3	-10	-7
Cc1ccc(N)cc1C	-1	-9	1	/	2	-9	/	-4
CC(C)CC1C(C#N)=C(N)Oc2c1c(=O)oc1ccccc21 (stereo not given)	/	-12	2	-3	-9	-1	17	2
COC(=O)[C@H]1[C@H](CO)[C@H]2Cn3c(ccc(C4=CCCCC4)c3=O)[C@@H]1N2C(=O)Cc1ccccn1	-2	-9	1	/	/	-11	16	7
O=c1[nH]c(=S)[nH]c(O)c1N=Nc1ccc(OC(F)F)cc1	/	-7	-2	-14	1	-13	-71	4
O=C(N1CCCCCC1)N1CC1	0	/	-1	-4	/	4	2	-3
O=C1NCN(c2ccccc2)C12CCN(C(c1cccs1)c1nnnn1C1CCCCC1)CC2 (stereo not given)	-2	2	/	-7	-47	-3	-3	-6
CCCN(CCC)C1Cc2cc(OC)c(OC)cc2C1	1	12	1	-15	3	-2	-2	8
CNCCc1ccc(OC)c(OC)c1	0	-10	-2	/	14	-6	/	1
Cc1cc(C)nc(NS(=O)(=O)c2ccc(N=Cc3c(O)n(C)c(=O)n(C)c3=O)cc2)n1	/	-3	1	8	3	1	-2	-7
CCOC(=O)[C@]12Cc3cc(Cl)ccc3[C@H]1N(Cc1ccccc1)C(=O)c1cc(OC)ccc12	/	?	-2	15	/	24	34	-6
CC(=O)O[C@@]12CO[C@@H]1C[C@H](O)[C@@]1(C)C(=O)[C@H](O)C3=C(C)[C@@H](OC(=O)[C@H](O)[C@@H](NC(=O)c4ccccc4)c4ccccc4)C[C@@](O)([C@@H](OC(=O)c4ccccc4)C12)C3(C)C (stereo not given in full)	2	24	9	/	-21	46	/	-18
COc1cccc(-c2ccc([C@H]3[C@H]4CN(C(=O)Cc5ccncc5)CCCCN4[C@H]3CO)cc2)c1	-1	-7	-1	4	-3	/	48	-9
O=C(O)Cn1cc(C=C2C(=O)NC(=O)NC2=O)c2ccccc21	4	-30	5	-4	12	19	18	5
The list continues.
SMILES	PglD DTNB	LGR2 inh	ERAP1 inh	FN deposition inh	PGC1a acetyl inh	EWS-Fli block	PAX8 reporter	S100A4 inh HTS
COc1cc2c(cc1OC)C(c1c(O)n(CCc3ccccc3)c(=S)[nH]c1=O)NCC2 (stereo not given)	/	-1	/	17	/	-3	-15	-15
COC(=O)C1=C(c2cccc(OC)c2OC)C[C@@H]2CC[C@H]1N2C	-4	13	/	-2	2	-3	-23	-5
CC(C)CCC1(CCO)C(=O)NC(=S)NC1=O	-2	23	2	20	1	0	-4	-14
O=c1c2ccccc2nc(/C=C/c2ccc(F)cc2)n1-c1ccccc1O	0	12	1	-7	20	-17	-5	-7
CC(=O)N1N=C(c2cccnc2)OC1c1ccccc1Cl (stereo not given)	-6	11	/	7	7	1	20	-3
Cc1cc([P+](=O)O)c(C)n1-c1ccc(Br)cc1	-1	-10	1	/	6	9	/	-2
O=C1NC(=O)N(c2ccc3c(c2)OCO3)C(=O)/C1=C/c1ccsc1	/	8	/	0	/	4	-149	-19
CCN1CCN(C(=O)COc2ccc3c(c2)C(=O)CC2(CCN(C(C)=O)CC2)O3)CC1	-6	/	/	-9	-2	/	-12	/
NC1=NC(=O)N2CC12 (stereo not given)	/	-11	-2	/	6	3	5	2
COC(=O)C1=C(c2ccc(S(C)(=O)=O)cc2)C[C@@H]2CC[C@H]1N2C(=O)NCc1cccc2ccccc12	0	-16	/	3	/	-9	-2	2
COC(=O)C1=C(c2cccc(OC)c2OC)C[C@@H]2CC[C@H]1N2C(=O)NCc1cccc2ccccc12	-3	-10	2	10	2	4	-30	-3
COC(=O)C1=C(c2cccc(C#N)c2)C[C@@H]2CC[C@H]1N2C(=O)NCc1cc(C)oc1C(F)(F)F	-11	-19	4	-2	/	4	9	-1
COC(=O)[C@@H]1[C@@H](CO)[C@@H]2Cn3c(ccc(-c4cccnc4)c3=O)[C@H]1N2S(=O)(=O)c1ccccc1F	0	-5	-2	/	/	-4	-4	14
CN1CCN(c2c(C#N)c(C(F)(F)F)nn2C)CC1	/	-80	-3	-1	-3	-10	7	-1
NC(=O)CN1C2CCC1CC(NC(=O)C1CC1)C2 (stereo not given)	-1	/	/	3	4	/	7	/
COP(=O)(NC(=O)C(Cl)(Cl)Cl)OC	/	-5	4	-10	-4	-5	-13	12
C[C@]12CC[C@H](O)CC1=CC(=O)C1C2CC[C@]2(C)C(=O)CCC12 (stereo not given in full)	4	/	-3	-6	-2	-6	-9	-5
COC(=O)C(O)(c1ccc(N(C)S(=O)(=O)c2ccccc2)cc1)C(F)(F)F (stereo not given)	0	/	/	-5	-15	/	-4	/
CCC(=NCCN1CCOCC1)c1c(O)n(C2CCCCC2)c(=O)[nH]c1=O	/	-15	4	13	/	11	2	6
CCCCCn1c(=O)c(C(=O)Nc2cc(C)ccn2)c(O)c2ccccc21	-6	17	1	-1	-14	-11	17	5
COc1ccc(-c2ccc3c(c2)CN(C(=S)NCCc2ccccc2)Cc2cnnn2-3)cc1	4	-4	0	12	-26	10	31	1
c1cc2c(cc1[C@H]1OC[C@H]3[C@@H]1CO[C@@H]3c1ccc3c(c1)OCO3)OCO2	-5	/	-2	-6	-17	-14	-7	-6
CCC(=NCc1ccc2c(c1)OCO2)c1c(O)n(C)c(=O)n(C)c1=O	-1	/	/	-1	14	/	18	/
CC1CCCCC12C(=O)NC(=O)NC2=O (stereo not given)	/	-10	1	-4	3	-4	-20	-1

By substructure: the entries above containing a thiophene ring, fused or not (two)
SMILES	PglD DTNB	LGR2 inh	ERAP1 inh	FN deposition inh	PGC1a acetyl inh	EWS-Fli block	PAX8 reporter	S100A4 inh HTS
O=C1NCN(c2ccccc2)C12CCN(C(c1cccs1)c1nnnn1C1CCCCC1)CC2 (stereo not given)	-2	2	/	-7	-47	-3	-3	-6
O=C1NC(=O)N(c2ccc3c(c2)OCO3)C(=O)/C1=C/c1ccsc1	/	8	/	0	/	4	-149	-19

Compound activity: PubChem BioAssay, Broad Institute
